aSyn tox rescue: alpha-synuclein toxicity suppression in yeast. S. cerevisiae alpha-synuclein toxicity rescue, BacTiter-Glo growth, 24 h. Potency, µM (top dose mostly 46.1 µM), for inactives: at the top dose growth rescue (activation), actives largely listed as activators. 94,000 compounds, 0.02% hits; active = well fitted activation curve with a large enough effect; inconclusive = small, poorly fitted or top-dose-only effect; also: 0% is about no effect
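Growth restoration measured by BacTiter-Glo luminescence after 24 hr at 30 deg C; alpha-synuclein yeast, raffinose-pregrown to mid-log, were added at OD600=0.02 in galactose medium onto pinned compounds.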
* = called active by the depositor; u = inconclusive; & = joins results of further samples; [ ] = another dose, or the depositor's remark. Potency is read from the fitted curve at half-maximal effect. Not all compounds are listed; rates above refer to the full screens.

SMILES	aSyn tox rescue
COc1cccc(C(=O)Nc2ccc(C(=O)OCc3cc(=O)n4nc(C5CC5)sc4n3)cc2)c1	-3.5%
COc1ccccc1S(=O)(=O)N(C)C[C@H]1OCc2cn(nn2)CCCC(=O)N([C@H](C)CO)C[C@@H]1C	-1.2%
COC(=O)c1sc(S(=O)(=O)N2CCN(c3ccc(OC)cc3)CC2)c(C(=O)OC)c1C	9.0%
COc1ccc(CNC(=O)C(c2ccco2)N(C(=O)Cc2cccs2)c2cccnc2)cc1 (stereo not given)	1.1%
NC(=O)C1CCN(C(=O)c2ccc3c(c2)N(Cc2cccc(Cl)c2)C(=O)c2ccccc2S3=O)CC1 (stereo not given)	4.7%
CN1CCN(C(=O)/C(C#N)=C/c2ccc(OC(F)F)cc2)CC1	-7.0%
COc1cccc(C(=O)N2C(C(C)C)COc3cc(Br)ccc3S2(=O)=O)c1 (stereo not given)	6.6%
COC(=O)Cc1cc(C)cc2c(=O)cc(-c3ccoc3)oc12	-9.1%
CC(C)C(=O)NC(c1cccc([N+](=O)[O-])c1)c1c(O)ccc2ccccc12 (stereo not given)	-11.0%
Cc1ccc(C)c(Cn2c(=O)n(C(C)C)c(=O)c3oc4ccccc4c32)c1	2.7%
CCn1cnc2c(=O)oc3ccc(S(=O)(=O)Nc4ccc(OC)cc4)cc3c21	8.0%
Cc1cccc(CN2CCC(n3nccc3NC(=O)CCCc3ccccc3)CC2)c1	4.4%
COc1cc2c(cc1NC(=O)COc1ccc(Br)c(C)c1)oc1ccccc12	8.5%
COc1ccc(S(=O)(=O)c2c(O)c3ccc(C(=O)NCc4ccc(Cl)cc4)cc3[nH]c2=O)cc1	-0.2%
Cc1ccc(C)c(N(Cc2cc3ccc(C)cc3[nH]c2=O)C(=O)c2ccco2)c1	7.7%

Reprinted from the part before: 4 entries, followed by the next part.
SMILES	aSyn tox rescue
Cc1cccc(CN2CCC(n3nccc3NC(=O)CCCc3ccccc3)CC2)c1	4.4%
COc1cc2c(cc1NC(=O)COc1ccc(Br)c(C)c1)oc1ccccc12	8.5%
COc1ccc(S(=O)(=O)c2c(O)c3ccc(C(=O)NCc4ccc(Cl)cc4)cc3[nH]c2=O)cc1	-0.2%
Cc1ccc(C)c(N(Cc2cc3ccc(C)cc3[nH]c2=O)C(=O)c2ccco2)c1	7.7%
Cc1ccc(S(=O)(=O)c2nc(-c3ccccc3Cl)oc2N2CCCCCC2)cc1	6.3%
CCN(CC(=O)NCc1ccc(Cl)cc1)C(=O)CSc1ccc(F)cc1	4.5%
Cc1ccc(N(C)C(=O)c2cc(S(=O)(=O)N3CCOCC3)cn2C)cc1	-3.2%
O=C(Nc1nnc(S(=O)(=O)N2CCCCC2)s1)c1ccc(Cl)cc1	-2.2%&-1.1%
Cc1cc(C)c(OCC(=O)NCC2CCCO2)c(C)c1 (stereo not given)	4.7%
COC(=O)c1ccccc1NC(=O)c1nn(-c2ccc(OC)cc2)c(=O)c2c1c1ccccc1n2C	6.6%
CCC1CCC(C(=O)NC(C(=O)NCCCN2CCCCC2C)C(C)C)CC1 (stereo not given)	-0.3%
CCOc1ccc(/C=C/c2nc(C#N)c(NC3CCCCC3)o2)cc1	7.7%
O=C(/C=C/c1ccccc1)N/C(=C/c1ccccc1)C(=O)Nc1cccc(C(=O)O)c1	1.4%
CC(C)(C)NS(=O)(=O)c1ccc2nc(NC(=O)c3cccnc3)sc2c1	4.2%
Cc1ccc(S(=O)(=O)C(CNC(=O)COc2ccccc2)c2cccs2)cc1 (stereo not given)	0.8%
COc1ccccc1CCNC(=O)CCc1c(C)c2cc3c(C)coc3c(C)c2oc1=O	-4.6%
CC(C)CC1Nc2ccc(C(=O)NCc3ccc4c(c3)OCO4)cc2NC1=O (stereo not given)	5.2%
COc1ccc(-c2oc3ncn4nc(-c5ccccc5C)nc4c3c2-c2ccc(OC)cc2)cc1	-2.7%
CN(C)C(=O)c1cc(C(=O)c2ccccc2C(F)(F)F)c[nH]1	9.0%

Pulled by structure from above, 5 records:
SMILES	aSyn tox rescue
COC(=O)c1ccccc1NC(=O)c1nn(-c2ccc(OC)cc2)c(=O)c2c1c1ccccc1n2C	6.6%
CCOc1ccc(/C=C/c2nc(C#N)c(NC3CCCCC3)o2)cc1	7.7%
COc1ccccc1CCNC(=O)CCc1c(C)c2cc3c(C)coc3c(C)c2oc1=O	-4.6%
CCC1CCC(C(=O)NC(C(=O)NCCCN2CCCCC2C)C(C)C)CC1 (stereo not given)	-0.3%
O=C(/C=C/c1ccccc1)N/C(=C/c1ccccc1)C(=O)Nc1cccc(C(=O)O)c1	1.4%

(next part)
SMILES	aSyn tox rescue
CC(C)C(=O)OCc1cn(-c2ccc(Cl)c(Cl)c2)nn1	-16.8%
Cc1cccc(N2CCN(C(=O)N3CCOCC3)CC2)c1C	-0.2%
COc1ccc(C(=O)N/N=C(\C)CC(=O)Nc2ccccn2)cc1OC	-2.2%
COc1cc(NC(=O)c2ccc(OC)c([N+](=O)[O-])c2)ccc1NC(=O)c1ccco1	-7.2%
O=C(NCC1CCN(S(=O)(=O)c2ccccc2)CC1)Nc1ccccc1	-10.3%
COc1ccccc1-[n+]1c(C)cc(/C=C2\Sc3ccccc3N2C)cc1C	-56.5%[inhibitor]
CCCCOc1ccc(CNC(=O)c2cccc(NC(=O)N3CCSc4ncccc43)c2)cc1	0.4%
CC(=O)c1cccc(NC(=O)c2cc3ccccn3n2)c1	11.9%
CCc1ccc(CNC(=O)c2ccc(CS(=O)(=O)Cc3cccc(C)c3)o2)cc1	5.0%
CCOc1ccc(NC(=O)Nc2cc3c(cc2N2CCCCC2)n(C)c(=O)n3C)cc1	1.8%
CCOC(=O)N1CCC(N2Cc3cccc(C(=O)Nc4ccc(OC)c(OC)c4)c3C2=O)CC1	0.8%
CN(C)c1ccc(NC(=O)CC(NCc2cccnc2)C(=O)O)cc1 (stereo not given)	6.3%
COc1ccc(C(=O)c2oc3ccccc3c2NC(=O)COc2ccc(C)cc2)cc1	-4.3%
O=C(O)c1ccc(OCC(O)Cn2c3ccccc3c3ccccc32)cc1 (stereo not given)	14.2%
COC(CNc1ccc([N+](=O)[O-])c(NCC(OC)OC)c1C#N)OC	8.9%
CC(=O)Nc1ccc(S(=O)(=O)N2CCC3(CC2)CC(=O)c2ccccc2O3)cc1	1.4%
O=C(COCc1cc(-c2ccc3c(c2)OCO3)on1)N1CCN(c2cccc(C(F)(F)F)c2)CC1	28.1%
O=c1[nH]cc(S(=O)(=O)c2ccccc2)[nH]1	3.0%
COc1cc(NC(=O)COc2ccccc2Cl)ccc1NC(=O)c1cccs1	-13.1%
CCCCn1c(CNC(=O)c2cccs2)nc2ccccc21	14.0%
COc1ccc(C(=O)Nc2ccc(NC(=O)CSc3nnc(-c4ccncc4)n3C)cc2)cc1	2.4%
Cc1ccc(S(=O)(=O)N2CCN(C(=O)CSc3nccn3C)CC2)cc1	-8.3%
Cc1ccc2nc3n(c(=O)c2c1)-c1cc2ccccc2cc1C(=O)NC3Cc1ccc(O)cc1 (stereo not given)	-7.3%
COc1ccc(NC(C)=O)cc1NC(=O)CN1CCN(c2ccc(F)cc2)CC1	2.6%
CCOc1ccccc1NC(=O)CN1C(=O)C(=O)c2ccccc21	8.3%
Cc1cc(NC(=O)CCC(=O)N(CC(C)C)C(C(=O)NC(C)(C)C)c2ccccc2Cl)no1 (stereo not given)	11.4%
CCCN(CCC)C(=O)C1CCCN(S(=O)(=O)c2ccc3c(c2)oc(=O)n3C)C1 (stereo not given)	7.4%
CCCN(CCC)c1cc(C)nc2nc(-c3ccc(Cl)cc3)nn12	0.6%
COc1ccc(N2CC(C(=O)Nc3ccc(S(=O)(=O)Nc4nccs4)cc3)CC2=O)cc1 (stereo not given)	-8.0%
CCCCNc1nc(Oc2ccc(OCC(N)=O)nn2)nc(N2CCOCC2)n1	1.3%
CCNc1nc(NCC)nc(OCCNS(=O)(=O)c2ccccc2)n1	-4.4%
O=S(=O)(NCCc1cn2ccccc2n1)c1ccc(F)c(C(F)(F)F)c1	0.3%
CCN(c1ccccc1)S(=O)(=O)c1ccc(OC)c(NC(=O)c2cccs2)c1	5.3%
COC(=O)c1c(-c2ccccc2)c(-c2ccccc2)nn(C)c1=O	-25.0%
CCN1CCN(c2oc(-c3ccc(COc4ccc(OC)cc4)o3)nc2C#N)CC1	7.1%
Cc1ccc(C(=O)NCCNC(=O)c2ccco2)cc1C	-3.5%
Cc1cccnc1NC(=O)c1ccc(Cl)c(S(=O)(=O)N2CCCCC2)c1	-4.4%
COc1ccc(NC(=O)c2ccc3c(c2)N(Cc2cccc(Cl)c2)C(=O)c2ccccc2S3(=O)=O)cc1Cl	4.1%
Fc1ccc(-c2cc(-c3ccc(F)cc3)c3c(n2)-c2cc(F)ccc2OC3)cc1	-4.0%
O=C(NCc1ccc(Cl)cc1)C1CCN(S(=O)(=O)c2ccc3c(c2)CCCN3C(=O)C2CCC2)CC1	3.4%
COc1ccc(C(=O)NCCSc2c[nH]c3ccccc23)cc1OC	-1.6%
Cc1ccc(NC(=O)CSc2nnc(-c3ccncc3)s2)cc1	-1.7%
CC(CCCc1ccccc1)NC(=O)c1nn(-c2ccc(Cl)cc2)nc1CO (stereo not given)	7.8%
CCn1cc(C(=O)NCc2ccccc2)c(=O)c2cc(S(=O)(=O)N3CCCCC3)ccc21	-4.9%
Cc1ccc(S(=O)(=O)NCCC(=O)N2CCCC(C)C2)cc1 (stereo not given)	-9.2%
COc1ccc(OC)c(C2CC(=O)N(c3cccc(C)c3)C3=C2C(=O)OC3)c1 (stereo not given)	6.7%
CCCNC(=O)CN1CCN(c2ncc(NC(=O)c3ccc(Cl)cc3)cc2C(=O)O)CC1	7.2%
O=C(O)Cc1sc(Nc2ccccc2)nc1-c1ccc(Cl)cc1	-3.6%
Cc1ccc(Cn2nc3n(c2=O)-c2cc(Cl)ccc2OC3)cc1	2.9%
COc1ccc(N2C(=O)CSC2c2cccc(F)c2)cc1 (stereo not given)	4.3%
C#CCn1c(COc2ccccc2C)nc2ccccc21	-10.4%
COc1ccc(N(C(=O)/C=C\C(=O)Nc2ccc(C)cc2)C(C(=O)NCc2ccco2)c2ccc(C)cc2)cc1 (stereo not given)	-6.9%
COc1ccc(NC(=O)CCc2nc3ccccc3[nH]2)cc1	4.7%
COc1ccc(NC(=S)N2CCN(c3ccc([N+](=O)[O-])cc3)CC2)cc1OC	-3.8%
CCOc1ccc(-n2nc3ccc(NC(=O)COc4ccc(OC)cc4)cc3n2)cc1	-1.1%
CC(C)(C)OC(=O)N1CCC(c2c(C(=O)NCc3cccc(Cl)c3)cnn2-c2ccc(F)cc2)CC1	u
Cc1cc(=O)c2cc(C(=O)Nc3ccccc3)ccc2[nH]1	3.7%
Cc1cc(Nc2cccc(C)c2C)n2cnnc2n1	7.4%
O=S(=O)(NCCS(=O)(=O)N1CCN(c2ccc(F)cc2)CC1)c1ccc(F)cc1	-8.0%
Cn1nnnc1SCC(=O)NC1CCCC1	2.3%

An excerpt of these results, bar-delimited.
canonical_smiles | aSyn tox rescue
COc1ccc(OC)c(C2CC(=O)N(c3cccc(C)c3)C3=C2C(=O)OC3)c1 (stereo not given) | 6.7%
CCCNC(=O)CN1CCN(c2ncc(NC(=O)c3ccc(Cl)cc3)cc2C(=O)O)CC1 | 7.2%
O=C(O)Cc1sc(Nc2ccccc2)nc1-c1ccc(Cl)cc1 | -3.6%
Cc1ccc(Cn2nc3n(c2=O)-c2cc(Cl)ccc2OC3)cc1 | 2.9%

Next part.
SMILES	aSyn tox rescue
CCCSCCCNC(=O)c1ccc(Cn2c(=O)c3cccn3c3cccnc32)cc1	-1.2%
CC1CCN(C(=O)COC(=O)c2c[nH]c3ccccc23)CC1	2.5%
Cc1cccc(C(=O)Nc2cc3c(cc2C)n(C)c(=O)n3C)c1	3.8%
Cc1ccc(-c2ccc(=O)n(CCC(=O)NCCc3ccccc3)n2)cc1	-8.6%
Cc1cc(/C=N/Nc2ncnc(N)c2[N+](=O)[O-])c(C)n1-c1ccccc1	-2.8%
Cc1oc(-c2cccc(Br)c2)nc1Cn1c(=O)cc(-c2ccccc2)c2c(C)nn(C)c21	10.3%
CCCCNC(=O)Cc1cc(=O)[nH]c(=O)[nH]1	-3.0%
CCOc1ccccc1NC(=O)CN1C(=O)COc2ccc(S(=O)(=O)N3CCCCC3)cc21	3.3%

Source: PubChem (National Center for Advancing Translational Sciences (NCATS))
